# Assay outcomes as filed in PubChem BioAssay.
# D2 ag = agonists of human D2 dopamine receptor. AID 485358. P14416. HEK293 T-REx D2 cells, calcium flux agonist mode. 0.53% of 340,000 active. activation, % at 2 µM;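 active = activation over 3 SD above normal in the single-dose calcium agonist read, cut at about 30% in these data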; note: 0% is about no effect
# Target sequence (P14416 whole entry, looked up): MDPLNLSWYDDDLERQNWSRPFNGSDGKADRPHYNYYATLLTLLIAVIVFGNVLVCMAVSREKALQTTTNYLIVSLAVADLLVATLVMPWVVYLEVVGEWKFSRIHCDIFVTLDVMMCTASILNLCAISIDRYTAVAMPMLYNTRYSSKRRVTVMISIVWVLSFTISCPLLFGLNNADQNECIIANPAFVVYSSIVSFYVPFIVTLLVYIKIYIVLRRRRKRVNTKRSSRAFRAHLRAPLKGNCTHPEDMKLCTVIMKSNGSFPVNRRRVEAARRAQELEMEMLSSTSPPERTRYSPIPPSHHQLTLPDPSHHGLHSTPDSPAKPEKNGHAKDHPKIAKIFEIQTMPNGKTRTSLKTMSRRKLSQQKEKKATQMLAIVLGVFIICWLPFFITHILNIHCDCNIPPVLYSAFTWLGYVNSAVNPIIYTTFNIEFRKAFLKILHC
#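 Agonism is scored from calcium flux in a force-coupled, inducible HEK293 cell line expressing D2, read kinetically for 180 s after compound addition against dopamine controls.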
# TRHR ag = agonists of human TRH receptor | TRHR cells, calcium flux fluo-8, FDSS agonist mode | activation, % at 2 µM | 0.18% of 360,000 active | P34981 | AID 493084; note: 0% is about no effect
# Target sequence (P34981 whole entry, looked up): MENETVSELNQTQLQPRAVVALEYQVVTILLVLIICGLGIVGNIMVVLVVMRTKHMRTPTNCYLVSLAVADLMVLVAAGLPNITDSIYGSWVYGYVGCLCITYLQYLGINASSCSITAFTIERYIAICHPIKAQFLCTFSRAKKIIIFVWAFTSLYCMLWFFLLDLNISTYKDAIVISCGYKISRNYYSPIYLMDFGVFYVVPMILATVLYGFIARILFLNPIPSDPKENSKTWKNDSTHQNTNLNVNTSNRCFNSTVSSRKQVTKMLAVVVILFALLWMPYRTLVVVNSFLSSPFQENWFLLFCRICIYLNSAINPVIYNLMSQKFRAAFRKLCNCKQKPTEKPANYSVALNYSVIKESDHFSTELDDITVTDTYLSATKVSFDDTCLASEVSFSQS
#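 Agonist-mode FDSS calcium read (Ex 480/Em 530, 1 s cycles) in 1536-well TRHR cells with fluo-8 dye, after 10-cycle baseline and 23 nL compound addition; TRH at EC20 (10 nM final) added afterwards for the enhancer phase.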
# D1 potentiator = human D1 dopamine receptor positive modulation; 0.036% of 360,000 active; potentiation, % at 10 µM; P21728; HEK293 TREx D1 cells, calcium flux, dopamine EC20 potentiation; AID 504651; in the data active = potentiation above about 30%; note: 0% is about no effect
# TRHR enhancer = allosteric enhancers of human TRH receptor; P34981; TRHR cells, fluo-8 calcium fluorescence, EC20 TRH enhancement; enhancement, % at 2 µM; 0.66% of 360,000 active; AID 493056; in the data active = enhancement above about 30%; note: 0% is about no effect
#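 Enhancer read-out: after compound pinning and an initial kinetic agonist-mode read, an EC20 of TRH (10 nM final) was injected and fluo-8 calcium signal (Ex 480/Em 530) followed at 1 s/cycle for 100 cycles in TRHR-expressing cells.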
# D2 antagonist = antagonizes the human D2 dopamine receptor; 2% of 340,000 active; AID 485344; inhibition, % at 10 µM; HEK293 TREx D2 cells, calcium flux, dopamine EC80; in the data active = inhibition above about 30%; note: 0% is about no effect
#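 Tetracycline-induced HEK293 TREx cells expressing D2 receptor forced-coupled to calcium signalling, loaded with no-wash calcium dye. Compounds added and calcium flux read 180 s, then dopamine added at EC80 and read a further 180 s.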
# D2 PAM = positively modulates the human D2 dopamine receptor allosterically | P14416 | HEK293 T-REx D2, calcium flux, EC20 dopamine potentiation | potentiation, % at 10 µM | 0.34% of 340,000 active;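 active = potentiation over 3 SD above the plate norm, cut at about 30% in these data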; note: 0% is about no effect
#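 Using a no-wash calcium dye in inducible, force-coupled HEK293 Trex cells expressing D2, we tracked fluorescence each second for 180 s after compound, then for 180 s after EC20 dopamine to detect augmented signalling.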
# RXFP1 antagonist = antagonists of human relaxin receptor RXFP1. HEK293-RXFP1, relaxin-stimulated cAMP HTRF, 30 min; hits give low values. Q9HBX9. AID 1259400. 0.59% of 350,000 active. activity change, negative = inhibition, % at 57.5 µM;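 active = activity change of -60% or lower, but not beyond a set lower limit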; note: % is set by controls: 0 for no effect and ±100 for the full control effect
# D1 agonist = activates the human D1 dopamine receptor; P21728; HEK293 T-REx D1 cells, calcium flux, agonist mode; activation, % at 2 µM; 1% of 360,000 active; AID 504660; note: 0% is about no effect
#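 Agonism was scored from calcium flux recorded over 180 s (1 read/s) after pintool compound addition, following a 10-cycle baseline. Cells were inducible force-coupled HEK293 TREx D1, plated overnight at 30 C and loaded with no-wash calcium dye.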
# D1 antagonist = blocks dopamine activation of the human D1 receptor; P21728; HEK293 TREx D1 cells, calcium flux, dopamine EC80; hits give low values; activity change, negative = inhibition, % at 10 µM; 3.2% of 360,000 active; AID 504652; in the data active = activity change below about -30%; note: % is set by controls: 0 for no effect and ±100 for the full control effect
#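 Tetracycline-induced HEK293 T-REx cells with force-coupled D1 receptor were loaded with a no-wash calcium dye. Compound was added after a 10 s baseline and read kinetically for 180 s; EC80 dopamine was then added and calcium flux followed another 180 s.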
# Active calls of the source: *; . = no result given. Cut-off read from the data, not from the text of the source, unless noted: active = activation above about 30%; inactive = the rest.
[1] Cn1c2c(c(=O)n(C)c1=O)C(c1cc3c(cc1Br)OCO3)CC(=O)N2 (stereo not drawn)
[2] Cc1ccc(C(=O)NCC(=O)OCC(=O)c2ccccc2)s1
[3] CC(=O)N1CCc2cc(Br)cc(S(=O)(=O)N3CCC(C(=O)Nc4ccc(C(C)C)cc4)CC3)c21
[4] Cc1c(CN2CC[C@@H](N3CCN(c4ccccn4)CC3)[C@H](O)C2)[nH]c2ccc(F)cc12
[5] O=C(CN1CCCCC1)N1CCCc2c1c(=O)oc1ccc(OCc3ccccc3)cc21
[6] CCCN(CCC)CCNc1c(N2CCN(C(=O)OCC)CC2)c(=O)c1=O
[7] Cc1cc(=O)n2nc(N3CCCC(C(=O)N4CCN(c5ccccc5)CC4)C3)sc2n1 (stereo not drawn)
[8] Cc1cccc(NC2=NC(=S)N(c3cccc(C(=O)O)c3)C23CCCCC3)c1

compound no.,1,2,3,4,5,6,7,8
D2 ag,2.2,0.4,-2.3,77*,-0.5,3.6,0.1,-1.7
TRHR ag,0.3,-0.4,-1.0,0.2,-0.1,0.6,-0.2,-0.4
D1 potentiator,18,9,-1,-6,-1,-7,0,-2
TRHR enhancer,8,8,13,2,11,-4,2,-1
D2 antagonist,-11,-20,.,51*,0,-6,-3,6
D2 PAM,-16,-5,16,-22,-1,-26,-1,1
RXFP1 antagonist,.,-4,0,-6,-6,6,-9,0
D1 agonist,-2,0,7,14,-2,1,0,1
D1 antagonist,3,6,6,-30*,-4,-5,0,4

[9] CCOc1cccc(CN2CCC(n3nccc3NC(=O)C3CC3)CC2)c1O
[10] CC(=O)c1ccc(N2CCN(C(=O)CCc3ccccc3)CC2)cc1
[11] Cc1cc(C)nc(N2CCC(C(=O)Nc3ccc(Oc4ccccc4)cc3)CC2)n1
[12] O=S(=O)(NCc1ccco1)c1ccc(Cl)nc1
[13] CCN(CC)S(=O)(=O)c1cccc(C(=O)NCc2ccccc2)c1
[14] O=C(NCc1ccccc1)c1sc(=S)n2c1[nH]c(=O)c1ccccc12
[15] CC(=O)c1c(C)n(-c2cccc(C)c2)c2ccc(OC(=O)COc3ccccc3)cc12
[16] Clc1ccc(-c2csc(N/N=C\c3cccnc3)n2)cc1

compound no.,9,10,11,12,13,14,15,16
D2 ag,-0.2,-1.7,1.0,.,0.1,0.8,1.4,.
TRHR ag,0.1,-0.5,0.7,0.5,0.1,4.8,0.7,-0.1
D1 potentiator,-7,-5,-5,1,-1,-11,2,-9
TRHR enhancer,-1,-7,3,1,-1,4,2,-3
D2 antagonist,-1,-17,-23,.,-11,-5,.,.
D2 PAM,6,-15,1,.,1,17,1,.
RXFP1 antagonist,-6,19,15,.,0,11,.,-21
D1 agonist,2,8,3,4,2,19,5,0
D1 antagonist,-7,3,11,-6,3,-23,-1,-3

[17] CCOC(=O)CNC(=O)CSc1nc2cccnc2n1Cc1ccccc1
[18] O=C(Nc1c2c(nn1-c1ccc([N+](=O)[O-])cc1)CS(=O)(=O)C2)C1CC1
[19] Cc1oncc1-c1csc(-c2ccccc2)n1
[20] CC(=O)N1c2ccc(S(=O)(=O)N3CCCCC3)cc2CC1C(=O)NCc1cccc(Cl)c1 (stereo not drawn)
[21] CC(=O)Nc1sc(N)nc1-c1ccccc1
[22] Cc1cc(NCCCN2CCOCC2)n2nc(C)c(-c3ccccc3)c2n1
[23] O=C(NCCc1ccc2c(c1)OCCO2)c1ccccc1F
[24] CCC(=O)Oc1c(Sc2ccc(C)cc2)c(C)nn1-c1ccccc1

compound no.,17,18,19,20,21,22,23,24
D2 ag,0.1,0.6,0.4,0.1,0.4,-1.0,-0.4,-0.6
TRHR ag,-1.2,0.1,-0.4,-1.2,0.4,-0.3,0.0,0.2
D1 potentiator,-4,0,-5,-3,.,-4,-3,0
TRHR enhancer,-1,-1,-2,-4,6,-2,3,2
D2 antagonist,3,-28,8,-2,-17,-11,-24,.
D2 PAM,-3,-5,-4,8,-4,-3,-3,6
RXFP1 antagonist,8,3,3,-1,.,-10,-1,1
D1 agonist,2,1,1,4,1,0,13,1
D1 antagonist,-10,9,7,-4,-16,3,-29,4

# Look-ups from above:
# `CC(=O)N1c2ccc(S(=O)(=O)N3CCCCC3)cc2CC1C(=O)NCc1cccc(Cl)c1` (stereo not drawn) in D2 antagonist → -2
# `CCOC(=O)CNC(=O)CSc1nc2cccnc2n1Cc1ccccc1` in TRHR ag → -1.2
# `CC(=O)Nc1sc(N)nc1-c1ccccc1` in D2 PAM → -4
# `O=C(NCCc1ccc2c(c1)OCCO2)c1ccccc1F` in TRHR enhancer → 3
# `Cc1oncc1-c1csc(-c2ccccc2)n1` in TRHR ag → -0.4
# `O=C(Nc1c2c(nn1-c1ccc([N+](=O)[O-])cc1)CS(=O)(=O)C2)C1CC1` in RXFP1 antagonist → 3

# Three entries out of the list above, arranged by the number in D2 PAM, low to high.
no. | molecule | TRHR ag | D1 potentiator | TRHR enhancer | D2 antagonist | D2 PAM | RXFP1 antagonist | D1 agonist | D1 antagonist
18 | O=C(Nc1c2c(nn1-c1ccc([N+](=O)[O-])cc1)CS(=O)(=O)C2)C1CC1 | 0.1 | 0 | -1 | -28 | -5 | 3 | 1 | 9
19 | Cc1oncc1-c1csc(-c2ccccc2)n1 | -0.4 | -5 | -2 | 8 | -4 | 3 | 1 | 7
22 | Cc1cc(NCCCN2CCOCC2)n2nc(C)c(-c3ccccc3)c2n1 | -0.3 | -4 | -2 | -11 | -3 | -10 | 0 | 3

# Other entries
[25] COc1cc2nc(CSc3nc(-c4ccc(F)cc4)cs3)[nH]c(=O)c2cc1OC
[26] CCC1CCCCN1C(=O)Cn1c(=O)n(CCCCCC(=O)NCc2ccccc2)c(=O)c2sccc21 (stereo not drawn)
[27] Cc1ccc(/C=C2/SC(=O)NC2=S)o1
[28] CCOC(=O)C1CCN(C(=O)c2ccc3c(c2)sc2nc(-c4ccc(OC)cc4)cn23)CC1
[29] Cc1cccc(N2CC(C(=O)Nc3ccc(S(=O)(=O)Nc4nccs4)cc3)CC2=O)c1C (stereo not drawn)
[30] CCNC(=S)N1CCN(c2ncccn2)CC1
[31] CCn1c(COc2c(C)cccc2C)nnc1SCc1nc2ccccc2c(=O)[nH]1
[32] O=C(CN(C(=O)CCC(=O)Nc1nccs1)c1ccccc1F)NCc1ccc(F)cc1

compound no.,25,26,27,28,29,30,31,32
D2 ag,-1.0,-0.3,1.2,1.9,0.5,-0.6,-0.9,6.8
TRHR ag,-0.2,-1.7,3.4,-0.5,0.3,-0.8,-0.4,-0.3
D1 potentiator,-7,0,-1,-5,-1,-3,-7,-12
TRHR enhancer,-8,-6,-1,-3,18,3,-3,6
D2 antagonist,-2,.,-13,.,13,-24,-2,1
D2 PAM,-3,2,8,6,-5,0,1,.
RXFP1 antagonist,-5,-15,25,6,-3,.,-4,-3
D1 agonist,1,-2,7,3,3,1,0,2
D1 antagonist,-2,-27,16,9,-2,10,7,-2

[33] O=C1C=C(NCCN2CCOCC2)CC(c2ccccc2)C1 (stereo not drawn)
[34] O=C(CN1CCc2ccccc2C1)Nc1ccccc1F
[35] Cc1c(NC(=O)COC(=O)c2ccc[nH]c2=O)c(=O)n(-c2ccccc2)n1C
[36] O=C(Cc1ccc(Cl)c(Cl)c1)NNC(=S)NCC1CCCO1 (stereo not drawn)
[37] CCOC(=O)c1c(-c2ccsc2)csc1N
[38] CCC(=O)Nc1ccc2nc(C)n(Cc3ccccc3Cl)c(=O)c2c1
[39] COCCN(C(=O)CSc1nnc(-c2cccc(F)c2)n1N)c1c(N)n(CC(C)C)c(=O)[nH]c1=O
[40] Cc1nc2ccccn2c1-c1ccnc(SCc2ccc(Cl)cc2)n1

compound no.,33,34,35,36,37,38,39,40
D2 ag,0.8,47*,-0.1,0.4,0.7,-0.7,-0.4,-0.7
TRHR ag,0.4,-1.3,0.2,0.0,1.0,0.3,1.2,0.2
D1 potentiator,-2,-9,-1,-3,-6,0,-3,-2
TRHR enhancer,-3,2,8,-2,-4,0,16,-3
D2 antagonist,-13,64*,-9,0,13,-13,-1,11
D2 PAM,-13,-17,-2,-2,-4,5,-4,10
RXFP1 antagonist,-25,6,-6,6,-6,13,4,-14
D1 agonist,2,-1,1,1,-1,1,2,7
D1 antagonist,31,3,-11,-9,8,4,-2,11

[41] O=C(CSc1ccccc1)Nc1ccc2sccc2c1
[42] COc1ccc(C(=O)NC2CCCc3c2cnn3-c2ccccc2F)o1 (stereo not drawn)
[43] C/C(=N/NS(=O)(=O)c1ccc(C)c(C)c1)c1c[nH]c2ccccc12
[44] COc1ccccc1NC(=O)C1=C(C)Nc2nc(SCc3ccccc3C)nn2C1CC(C)C (stereo not drawn)
[45] COc1cccc(N2CC(C(=O)Nc3nnc(SCCC4OCCO4)s3)CC2=O)c1 (stereo not drawn)
[46] COc1cccc(C(=O)NC2CCNCC2)c1
[47] Cc1c(NC(=O)C(C)OC(=O)c2cc(Cl)nc(Cl)c2)c(=O)n(-c2ccccc2)n1C (stereo not drawn)
[48] COc1cccc(/C=C/C(=O)OCC(=O)NCC2CCCO2)c1OC (stereo not drawn)

compound no.,41,42,43,44,45,46,47,48
D2 ag,-0.7,-0.7,-0.4,.,0.8,.,-0.1,0.8
TRHR ag,-0.5,-2.4,-0.7,-0.3,-0.1,0.3,-0.5,0.4
D1 potentiator,0,1,1,-1,-3,-5,7,5
TRHR enhancer,-1,-1,6,-2,-1,6,-3,10
D2 antagonist,-16,-13,-2,.,1,.,1,6
D2 PAM,-2,-7,0,3,9,.,2,7
RXFP1 antagonist,11,-6,5,.,-31,0,2,7
D1 agonist,1,11,4,4,2,3,3,5
D1 antagonist,9,-5,6,3,-7,-27,3,-34*

[49] COC(=O)C1C(=O)NCC1c1ccc(C)cc1 (stereo not drawn)
[50] COc1ccc(C(=O)NCc2nnc(SCC(=O)N3CCCC3)o2)cc1OC
[51] CCC1CN(C(=O)Nc2ccccc2C(F)(F)F)c2ccccc2O1 (stereo not drawn)
[52] CC1CCc2sc3nc(N4CCN(CCO)CC4)n4ncnc4c3c2C1 (stereo not drawn)
[53] Cc1ccc(Sc2cc(C(F)(F)F)nc(N(C)C)n2)cc1
[54] Cn1ncc(Cl)c(Oc2ccc(C(C)(C)C)cc2)c1=O
[55] O=C(COC(=O)C1=COCCO1)Nc1ccc2c(c1)OCO2
[56] O=C(c1ccc(Nc2nc3ccccc3n3nnnc23)cc1)N1CCN(c2ccc(F)cc2)CC1
[57] CCN(Cc1cnn(C)c1)C(=O)c1cc(COc2ccc3c(c2)CCCC3)on1

compound no.,49,50,51,52,53,54,55,56,57
D2 ag,0.7,1.0,0.3,0.1,-0.3,.,0.1,-0.1,-0.1
TRHR ag,0.6,0.2,0.1,0.1,0.2,0.5,0.1,0.0,-1.3
D1 potentiator,5,0,2,-1,2,-7,1,0,-6
TRHR enhancer,-15,-2,-2,8,0,-2,15,7,6
D2 antagonist,-4,-2,.,-9,18,.,-6,.,-6
D2 PAM,-6,0,6,3,4,.,13,7,-2
RXFP1 antagonist,-5,6,10,0,-4,-4,-4,-34,1
D1 agonist,2,3,5,2,6,6,2,0,3
D1 antagonist,-24,-7,13,-11,-8,19,-21,-15,-9
